MBNL1-CUG inh: qHTS Assay for Inhibitors of MBNL1-poly(CUG) RNA binding; Muscleblind-like protein 1 (Homo sapiens), Q9NR56; 0.036% of 280,000 active; AID 2675, 2010; Potency, µM (highest dose often 57.5 µM), without a hit: at the highest dose activity change, negative = inhibition, hits mostly inhibitors; TR-FRET MBNL1-His/biotin-(CUG)12 binding, 665/545 ratio; active = well fitted inhibition curve with a large enough effect in the signal ratio, with a control signal flat, not every such curve was filed as active; inconclusive = small, poorly fitted or top-dose-only effect, or effect the other way, or a change in a side signal; inactive = no such curve, though single readings can be large or run the other way; the % refers to the signal ratio; note: % is set by controls: 0 for no effect and ±100 for the full control effect
Target sequence (Q9NR56 whole entry, looked up): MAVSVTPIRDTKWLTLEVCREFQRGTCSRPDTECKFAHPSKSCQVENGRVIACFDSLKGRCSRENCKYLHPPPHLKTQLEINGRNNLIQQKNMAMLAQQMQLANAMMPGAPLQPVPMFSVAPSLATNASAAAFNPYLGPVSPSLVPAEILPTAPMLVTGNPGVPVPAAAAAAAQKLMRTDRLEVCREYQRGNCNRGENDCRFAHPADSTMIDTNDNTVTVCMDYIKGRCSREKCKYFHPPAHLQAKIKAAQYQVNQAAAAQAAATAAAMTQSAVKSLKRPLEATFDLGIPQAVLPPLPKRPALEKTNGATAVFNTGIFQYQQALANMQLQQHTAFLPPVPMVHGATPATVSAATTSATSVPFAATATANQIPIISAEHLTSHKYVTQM
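TR-FRET readout: Ex 340 nm, 665/545 nm emission ratio, normalized to buffer-only (basal) and MBNL1-(CUG)12 controls. Complex of MBNL1-His with Biotin-(CUG)12, compounds 92 nM–58 uM, incubated 60 min at room temperature.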
RORg inh: qHTS for inhibitors of ROR gamma transcriptional activity | Drosophila S2 Gal4-RORgamma UAS-luciferase reporter, 20 h | Potency, µM (titrated, usually from 53.6 µM), inactives show at the highest dose activity change, negative = inhibition, usual class: inhibitors | 5.4% of 310,000 active | AID 2551, 2010; note: % is set by controls: 0 for no effect and ±100 for the full control effect; nearly all actives have a fitted effect of over 60% in size
Target sequence (P51450 whole entry, looked up, the tested form may be a part): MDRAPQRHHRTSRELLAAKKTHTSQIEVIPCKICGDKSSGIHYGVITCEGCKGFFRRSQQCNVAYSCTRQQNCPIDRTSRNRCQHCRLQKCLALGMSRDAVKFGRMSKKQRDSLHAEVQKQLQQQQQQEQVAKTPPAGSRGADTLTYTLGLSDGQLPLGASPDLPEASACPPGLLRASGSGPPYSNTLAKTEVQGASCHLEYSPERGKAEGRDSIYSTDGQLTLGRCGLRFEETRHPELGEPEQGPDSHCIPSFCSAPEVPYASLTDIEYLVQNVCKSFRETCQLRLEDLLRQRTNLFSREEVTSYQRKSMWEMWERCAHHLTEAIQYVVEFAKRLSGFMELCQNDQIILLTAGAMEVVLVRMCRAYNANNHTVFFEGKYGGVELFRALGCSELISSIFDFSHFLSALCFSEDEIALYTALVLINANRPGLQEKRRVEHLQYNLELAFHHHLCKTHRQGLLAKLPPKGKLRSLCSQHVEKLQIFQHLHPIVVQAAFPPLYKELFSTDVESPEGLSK
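Using a luciferase readout, inhibitors were identified by reduced reporter activity in Drosophila cells coexpressing a copper-inducible Gal4–ROR gamma fusion and UAS-driven Photinus luciferase, incubated 20 hr after 700 uM copper sulfate.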
uPA generation: qHTS for Inhibitors of Cell Surface uPA Generation; 0.31% of 330,000 active; cell surface uPA generation assay, qHTS; Potency, µM (series often up to 38.3 µM), without a hit: at the top dose activity change, negative = inhibition, actives largely listed as inhibitors; AID 540303, 2011; active = well fitted inhibition curve with a large enough effect; inconclusive = small, poorly fitted or top-dose-only effect; inactive = no such curve, though single readings can be large or run the other way; tested in mouse RAW 264.7 cells; note: % is set by controls: 0 for no effect and ±100 for the full control effect; nearly all actives have a fitted effect of over 55% in size
FLuc counter: qHTS profiling assay for firefly luciferase inhibitor/activator using purifed enzyme and Km concentrations of substrates (counterscreen for miR-21 project) | AID 588342, 2011 | purified FLuc, Km substrates, luminescence inhibition | Potency, µM (titrated, usually from 57.5 µM), without a hit: top-dose activity change, negative = inhibition, actives largely listed as inhibitors | Luciferin 4-monooxygenase (Photinus pyralis), P08659 | 6.9% of 360,000 active;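 note: plate controls were vehicle for no effect and reference inhibitor for full effect; nearly all actives have a fitted effect of over 55% in size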
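Purified P. pyralis luciferase, 10 nM final, with Km-level 10 uM D-luciferin and 10 uM ATP in 50 mM Tris acetate pH 7.5, 10 mM Mg acetate, 0.01% Tween-20, 0.05% BSA; 6-point qHTS titration about 60 µM downward; luminescence read.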
CXXC DNA block: qHTS Fluorescence Polarization Assay for Inhibitors of MLL CXXC domain - DNA interaction. Histone-lysine N-methyltransferase 2A (Homo sapiens), Q03164. MLL-CXXC / FITC-HOXA9 DNA fluorescence polarization. Potency, µM (doses to about 115 µM), for the others: top-dose activity change, negative = inhibition, actives largely listed as inhibitors. 0.037% of 290,000 active. AID 2662, 2010; active = well fitted inhibition curve with a large enough effect in the polarisation, with a control signal flat, not every such curve was filed as active; inconclusive = small, poorly fitted or top-dose-only effect, or effect the other way, or a change in a side signal; inactive = no such curve, though single readings can be large or run the other way; the % refers to the polarisation
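Purified MLL-CXXC (added from a 7 uM solution) was preincubated 5 min at ambient with pinned compounds in 50 mM Tris-HCl pH 7.5, 50 mM NaCl, 1 mM DTT, 0.05% BSA. Fluorescein-labeled HOX-A9 DNA (50 nM solution) followed, 30 min, then polarization read.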
ELG1 genotoxic: qHTS screen for small molecules that induce genotoxicity in human embryonic kidney (HEK293T) cells expressing luciferase-tagged ELG1; HEK293T ELG1-luciferase reporter, luminescence, 16 h; Potency, µM (series often up to 46 µM), for inactives: at the top dose activity change, positive = activation, usual class: activators; 1.3% of 330,000 active; AID 504466, 2011; note: % of control where 0% means no effect; nearly all actives have a fitted effect of over 60% in size
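Luminescence read-out: rising ELG1-luciferase signal, reflecting elevated ELG1 protein under genetic stress, flags genotoxic compounds. Cells were treated for 16 hr at 37 °C before ONE-Glo detection.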
VP16 counter: VP16 counterscreen qHTS for inhibitors of ROR gamma transcriptional activity; Potency, µM (highest dose often 53.6 µM), inactives show at the top dose activity, negative = inhibition, actives largely listed as inhibitors; Drosophila S2 Gal4-VP16 UAS-luciferase, luminescence, 20 h; 3.5% of 310,000 active;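 note: Gal4-VP16 expression switched on by copper sulfate through the metallothionein promoter; % is set by controls: 0 for no effect and ±100 for the full control effect; nearly all actives have a fitted effect of over 50% in size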
Rab9 prom act: qHTS Assay for Rab9 Promoter Activators. AID 485297, 2010. 2.8% of 320,000 active. Huh7 Rab9 promoter-luciferase reporter, luminescence, 24 h. Potency, µM (highest dose often 9.22 µM), for the others: top-dose activation, negative = inhibition, actives largely listed as activators; note: % of control where 0% means no effect; nearly all actives have a fitted effect of over 60% in size
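Quantitative HTS format; Huh7 Rab9-luciferase reporter cells (1500/well) receive compound 2 h post-plating, incubate 24 h at 37 °C, then get luciferase reagent for 10 min before luminescence reading.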
p53 reactivator: qHTS assay for re-activators of p53 using a Luc reporter; H1299 p53-A138V BP100-luciferase reporter, luminescence, 24 h; Potency, µM (titrated, usually from 92.2 µM), for inactives: at the top dose activity change, positive = activation, hits mostly activators; 0.063% of 320,000 active; AID 504706, 2011; note: % of control where 0% means no effect; nearly all actives have a fitted effect of over 45% in size
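p53-null H1299 cells stably carrying temperature-sensitive p53-A138V and a BP100-luciferase reporter were pinned with compounds (4-point, 1:5 series) and held 24 hrs at 37 deg C. Luminescence was read 10 min after detection reagent.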
BRCA1 expr act: qHTS Assay to Identify Small Molecule Activators of BRCA1 Expression. Potency, µM (series often up to 46.1 µM), inactives show at the highest dose activation, actives largely listed as activators. MCF7-BRCA1-FFLuc reporter, luminescence, 48 h; response scale: scaled: vehicle 0%, 10 µM genistein 100%. 1.1% of 380,000 active; note: nearly all actives have a fitted effect of over 80% in size; some results filed as inactive show a strong effect at the top dose
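48 h compound treatment of MCF7-BRCA1-FFLuc cells (phenol-red free MEM, 37 °C), then 15 min with luciferase substrate and luminescence imaging.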
NPC1 prom act: qHTS Assay for NPC1 Promoter Activators; Huh7 NPC1 promoter luciferase reporter, 24 h; Potency, µM (titrated, usually from 9.22 µM), inactives show top-dose activation, actives largely listed as activators; 2.4% of 320,000 active; AID 485313, 2010;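 note: % of control where 0% means no effect; nearly all actives have a fitted effect of over 60% in size; reporter is driven by a mutant NPC1 promoter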
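Compounds in DMSO were transferred onto Huh7 NPC1-luciferase reporter cells pre-incubated 2 h; after 24 h at 37 °C, Amplite reagent was dispensed and luminescence recorded 10 min later.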
An asterisk follows results filed as active; ? = inconclusive; / = not tested or not shown; [ ] = remark or other dose. Unless noted, calls come from the whole dose curve; as a rule, active = well fitted curve in the direction sought with a large enough effect; inconclusive = small, poorly fitted or top-dose-only effect, or another doubt; inactive = no such curve, though single readings can be large; an effect the other way counts as inactive or inconclusive. Potency is the fitted concentration of half-maximal effect.

Start of the listing, in advance (2 entries):
SMILES	MBNL1-CUG inh	RORg inh	uPA generation	FLuc counter	CXXC DNA block	ELG1 genotoxic	VP16 counter	Rab9 prom act	p53 reactivator	BRCA1 expr act	NPC1 prom act
Cc1ccc(NC(=O)CN2C(=O)C3CC=C(Cl)CC3C2=O)cc1 (configuration not stated)	0%	17%	6%	-1%	8%	1%	-12%	0%	6%	-7%	-7%
O=[N+]([O-])c1ccc(/C=N/Nc2ccnc3cc(Cl)ccc23)o1	?	-15%	-7%	?	23%	-1%	-27%	-2%	?	-83%	1%

Results, repeating the preview:
SMILES	MBNL1-CUG inh	RORg inh	uPA generation	FLuc counter	CXXC DNA block	ELG1 genotoxic	VP16 counter	Rab9 prom act	p53 reactivator	BRCA1 expr act	NPC1 prom act
Cc1ccc(NC(=O)CN2C(=O)C3CC=C(Cl)CC3C2=O)cc1 (configuration not stated)	0%	17%	6%	-1%	8%	1%	-12%	0%	6%	-7%	-7%
O=[N+]([O-])c1ccc(/C=N/Nc2ccnc3cc(Cl)ccc23)o1	?	-15%	-7%	?	23%	-1%	-27%	-2%	?	-83%	1%
COc1cccc(CC2CC(=O)N(CCc3ccc4c(c3)OCO4)C2=O)c1 (configuration not stated)	1%	43%	2%	-11%	-2%	-3%	10%	7%	-1%	-8%	-2%
COc1ccc(C(=O)NCCN=C2NS(=O)(=O)c3ccccc32)cc1	-9%	1%	-2%	3%	2%	-1%	-9%	-4%	2%	-6%	0%
Cc1ccc(NC(=S)N2CCN(c3ccccn3)CC2)c(C)c1	-1%	0%	3%	0%	?	-5%	-13%	1%	10%	-5%	-4%
COCCNC(=O)c1onc(CSc2ccncc2)c1C(=O)NCCOC	-13%	2%	7%	1%	2%	4%	3%	-3%	-4%	2%	-10%
O=S1(=O)C[C@H]2NC(=S)N(c3ccccc3)[C@H]2C1	-5%	1%	9%	2%	8%	0%	3%	-5%	-4%	0%	-2%
COC(=O)c1c(NS(=O)(=O)c2ccc(C)cc2)sc2c1CCC(C)C2 (configuration not stated)	?	?	-3%	-11%	6%	-5%	23%	-4%	0%	-42%	0%
COc1cc(C(=O)NC2CC(C)(C)CC(C)(C)C2)ccc1OC1CCN(C(C)=O)CC1	-2%	14%	7%	3%	-3%	-2%	2%	-3%	/	-11%	-5%
O=C(CCOc1ccccc1)NCc1ccccc1	-1%	5%[0.365 µM]	1%	-4%	1%	13%	/	-4%	2%	-4%	1%
Cc1[nH]nc(-c2ccc(OCc3cnn(-c4ccccc4)c3)cc2O)c1Oc1ccccc1F	0%	6.3µM*	7%	3%	17%	-1%	10µM*	-6%	-16%	-27%	-6%
CN1CCCC(CC2c3ccccc3Sc3ccccc32)C1 (configuration not stated)	/	/	23%	0%	/	21%	/	2%	-3%	-18%	1%
NC(=O)COC(=O)CNC(=O)c1ccc(Cl)cc1	-12%	-12%	4%	3%	21%	-1%	-8%	-1%	6%	-33%	2%
Cc1ccc(NC(=O)CCNS(=O)(=O)c2ccc3[nH]c(=O)oc3c2)c(Cl)c1	-4%	0%	4%	-10%	7%	-3%[9.26 µM]	0%	9%	/	-2%	6%
O=C(CCc1ccccc1)Nc1ccc(S(=O)(=O)N2CCCC2)cc1	-2%	23%	?	-1%	-2%	-9%	-4%	-7%	-3%	-14%	-2%
CC1CCCCC1NC(=O)CN1C(=O)COc2ccccc21 (configuration not stated)	-10%	-10%	-5%	-2%	5%	-3%	-5%	2%	-4%	-2%	7%
CC1C(=O)N2CCCc3cc(NC(=O)c4ccccc4Br)cc1c32 (configuration not stated)	/	/	?	?	/	?	/	0%	-7%	-61%	0%
CCC(C)NC(=O)CSc1nc2ccsc2c(=O)n1-c1ccc(OC)cc1 (configuration not stated)	-3%	0%	1%	3%	-3%	2%	-3%	6%	7%	6%	-3%
O=C(C1CC(=O)N(C2CCCC2)C1)N1CCN(c2ccccc2)CC1 (configuration not stated)	0%	10%	-2%	2%	6%	4%	4%	-3%	-7%	-18%	-3%
CN(C(=O)CSc1nnc(Cc2cccs2)n1C1CC1)C1CCS(=O)(=O)C1 (configuration not stated)	/	/	10%	2%	/	-2%	/	0%	6%	-5%	8%

Arranged by value in BRCA1 expr act (smallest number first): some entries from above.
| canonical_smiles | BRCA1 expr act |
| --- | --- |
| COC(=O)c1c(NS(=O)(=O)c2ccc(C)cc2)sc2c1CCC(C)C2 (configuration not stated) | -42% |
| NC(=O)COC(=O)CNC(=O)c1ccc(Cl)cc1 | -33% |
| Cc1ccc(NC(=O)CN2C(=O)C3CC=C(Cl)CC3C2=O)cc1 (configuration not stated) | -7% |
| O=C(CCOc1ccccc1)NCc1ccccc1 | -4% |
| CCC(C)NC(=O)CSc1nc2ccsc2c(=O)n1-c1ccc(OC)cc1 (configuration not stated) | 6% |

Continuation:
SMILES	MBNL1-CUG inh	RORg inh	uPA generation	FLuc counter	CXXC DNA block	ELG1 genotoxic	VP16 counter	Rab9 prom act	p53 reactivator	BRCA1 expr act	NPC1 prom act
Cc1ccc2nc(-c3ccncc3)cc(C(=O)Nc3ccc(OC(F)F)cc3)c2c1	-8%	-1%	-7%	-8%	?	-9%	-29%	-29%	-2%	-25%	-22%
Cc1ccc(-c2nnc(-c3cc(C)on3)o2)cc1	5%	-38%	?	1.5µM*	-1%	3.3µM*	-23%	0.56µM*	16%	?	0.79µM*
Cc1nc(CC(=O)N/N=C/c2ccc(OCC(=O)O)cc2)cs1	10%	0%	3%	-11%	-5%	0%	-14%	-2%	-2%	-3%	-7%
CCN(CC)C(=O)c1cn(C)c2ccc(S(=O)(=O)N(CC)CC)cc2c1=O	-5%	6%	0%	18%	0%	1%	-11%	-4%	2%	-11%	-4%
CC1CCN(c2c([N+](=O)[O-])nn(-c3ccc4c(c3)OCCO4)[n+]2[O-])CC1	?	23%	0%	?	3%	?	-29%	?	?	0%	1%
O=C(Nc1c2c(nn1-c1cccc(Cl)c1)CS(=O)C2)c1ccc2c(c1)OCO2 (configuration not stated)	-1%	-6%	19%	18%	-2%	2%	7%	1%	0%	-16%	8%
O=C(Cc1ccc(Cl)c(Cl)c1)N/N=C/c1cccnc1	12%	?	-4%	0%	2%	-1%	4%	-2%	-14%	-3%	0%
CCN(Cc1ccncc1)Cc1c(O)ccc2cc(Br)ccc12	?	?	-3%	-14%	22%	-8%	?	7%	-8%	-30%	-2%
CN(CC(=O)Nc1cccc(F)c1)C(=O)c1ccc(COc2ccccc2)o1	/	/	-1%	0%	/	-2%	/	0%	-6%	-6%	2%
CCc1ccc(C(=O)N2CCCN(C)CC2)s1	10%	/	2%	-12%	2%	0%	/	0%	/	28%	2%
CCN(CC(=O)Nc1c(F)cccc1F)C(=O)CCOc1ccc(C)cc1	/	/	1%	0%	/	0%	/	3%	9%	4%	0%
COc1ccc(-c2cc(-c3ccc(C)cc3)nc(SCc3nnc(-c4ccccc4)o3)c2C#N)cc1OC	-1%	-15%	0%	-2%	5%	6%	3%	-4%	-4%	1%	-3%
COc1cc(OC)c(NC(C)C(=O)NCc2ccccc2)cc1Cl (configuration not stated)	11%	?	3%	-5%	2%	0%	-7%	7%	0%	-3%	-4%
COc1ccc(C(=O)N2CCC(C(=O)Nc3ccc(C)cc3)CC2)cc1	-11%	10%	-21%	2%	2%	21%	-3%	-5%	4%	-4%	1%
Cc1cccc(OCc2nnc(N)s2)c1C	-6%	-13%	1%	-10%	4%	-1%	0%	2%	?	7%	13%
CCOC(=O)c1ccc(-n2ncc(C(=O)OCC)c2N)cc1	3%	?	-8%	?	7%	3%	13%	3%	18%	3%	11%
NC(=O)C1CCN(C(=O)CSc2nc3ccccc3o2)CC1	?	2%	-4%	5%	1%	5%	4%	9%	1%	-7%	-1%

Compound activity (PubChem BioAssay)

Some of the compounds tested; rates above refer to the full screens.
